CXXC DNA block: inhibitors of human MLL CXXC domain-DNA interaction; AID 2662; MLL-CXXC / FITC-HOXA9 DNA fluorescence polarization; Potency, µM (doses to about 115 µM), for the others: top-dose activity change, negative = inhibition, usual class: inhibitors; 290,000 tested, 0.037% active; Q03164; active = well fitted inhibition curve with a large enough effect in the polarisation, with a control signal flat, not every such curve was filed as active; inconclusive = small, poorly fitted or top-dose-only effect, or effect the other way, or a change in a side signal; inactive = no such curve, though single readings can be large or run the other way; the % refers to the polarisation
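Purified MLL-CXXC (added from a 7 uM solution) was preincubated 5 min at ambient with pinned compounds in 50 mM Tris-HCl pH 7.5, 50 mM NaCl, 1 mM DTT, 0.05% BSA. Fluorescein-labeled HOX-A9 DNA (50 nM solution) followed, 30 min, then polarization read.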
ELG1 genotoxic: genotoxicity induction in ELG1-luciferase HEK293T cells | HEK293T ELG1-luciferase reporter, luminescence, 16 h | AID 504466 | 330,000 tested, 1.3% active | Potency, µM (series often up to 46 µM), for the others: at the highest dose activity change, positive = activation, actives largely listed as activators; note: % of control where 0% means no effect; nearly all actives have a fitted effect of over 60% in size
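HEK293T cells expressing luciferase-tagged ELG1 were exposed to compound or DMSO vehicle for 16 hr at 37 °C and 5% CO2. Luciferase activity was then measured with ONE-Glo after 30 min at room temperature.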
Rab9 promoter act: Rab9 promoter activation. Huh7 Rab9 promoter-luciferase reporter, luminescence, 24 h. 320,000 tested, 2.8% active. Potency, µM (highest dose often 9.22 µM), for the others: at the highest dose activation, negative = inhibition, usual class: activators. AID 485297; note: % of control where 0% means no effect; nearly all actives have a fitted effect of over 60% in size
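Measured in stably transfected Huh7 cells bearing a Rab9 promoter–luciferase construct: 24 h compound treatment at 37 °C, followed by luminescence detection.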
p53 reactivation: mutant p53 re-activation in reporter cells; Potency, µM (doses to about 92.2 µM), for the others: at the highest dose activity change, positive = activation, usual class: activators; 320,000 tested, 0.063% active; AID 504706; H1299 p53-A138V BP100-luciferase reporter, luminescence, 24 h; note: % of control where 0% means no effect; nearly all actives have a fitted effect of over 45% in size
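p53-null H1299 cells stably carrying temperature-sensitive p53-A138V and a BP100-luciferase reporter were pinned with compounds (4-point, 1:5 series) and held 24 hrs at 37 deg C. Luminescence was read 10 min after detection reagent.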
uPA generation: cell surface uPA generation inhibition. cell surface uPA generation assay, qHTS. Potency, µM (highest dose often 38.3 µM), for the others: top-dose activity change, negative = inhibition, hits mostly inhibitors. 330,000 tested, 0.31% active. AID 540303; active = well fitted inhibition curve with a large enough effect; inconclusive = small, poorly fitted or top-dose-only effect; inactive = no such curve, though single readings can be large or run the other way; tested in mouse RAW 264.7 cells; note: % is set by controls: 0 for no effect and ±100 for the full control effect; nearly all actives have a fitted effect of over 55% in size
BRCA1 expr up: activators of BRCA1 expression | Potency, µM (highest dose often 46.1 µM), inactives show at the highest dose activation, actives largely listed as activators | MCF7-BRCA1-FFLuc reporter, luminescence, 48 h; response scale: scaled: vehicle 0%, 10 µM genistein 100% | 380,000 tested, 1.1% active | AID 624202; note: nearly all actives have a fitted effect of over 80% in size; some results filed as inactive show a strong effect at the top dose
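Activators of BRCA1 expression were detected as increased firefly luciferase luminescence in engineered MCF7 cells after 48 h compound incubation. Signals were scaled to genistein 10 microM as full activation.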
VP16 counter: inhibits Gal4-VP16 luciferase reporter, ROR gamma counter-screen. Drosophila S2 Gal4-VP16 UAS-luciferase, luminescence, 20 h. Potency, µM (top dose mostly 53.6 µM), for the others: at the top dose activity, negative = inhibition, most hits filed as inhibitors. 310,000 tested, 3.5% active;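 note: Gal4-VP16 expression switched on by copper sulfate through the metallothionein promoter; % is set by controls: 0 for no effect and ±100 for the full control effect; nearly all actives have a fitted effect of over 50% in size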
RORgamma inh: inhibitors of mouse ROR gamma transcriptional activity; P51450; Potency, µM (highest dose often 53.6 µM), without a hit: at the top dose activity change, negative = inhibition, most hits filed as inhibitors; AID 2551; 310,000 tested, 5.4% active; Drosophila S2 Gal4-RORgamma UAS-luciferase reporter, 20 h; note: % is set by controls: 0 for no effect and ±100 for the full control effect; nearly all actives have a fitted effect of over 60% in size
Target sequence (P51450 whole entry, looked up, the tested form may be a part): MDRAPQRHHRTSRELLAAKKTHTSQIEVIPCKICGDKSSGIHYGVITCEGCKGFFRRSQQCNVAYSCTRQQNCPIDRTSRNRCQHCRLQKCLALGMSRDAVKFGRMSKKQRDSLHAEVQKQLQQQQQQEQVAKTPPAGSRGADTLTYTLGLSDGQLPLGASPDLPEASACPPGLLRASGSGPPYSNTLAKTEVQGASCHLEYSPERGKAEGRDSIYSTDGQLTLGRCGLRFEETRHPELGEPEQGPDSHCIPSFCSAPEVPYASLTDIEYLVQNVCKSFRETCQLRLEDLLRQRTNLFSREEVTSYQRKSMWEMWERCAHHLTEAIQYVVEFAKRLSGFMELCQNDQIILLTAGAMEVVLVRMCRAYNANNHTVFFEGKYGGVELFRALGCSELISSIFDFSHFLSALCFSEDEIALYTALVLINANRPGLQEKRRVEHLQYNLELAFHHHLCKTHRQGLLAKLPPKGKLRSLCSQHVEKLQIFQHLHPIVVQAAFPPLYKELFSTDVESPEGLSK
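Compounds are pin-transferred onto Drosophila Schneider cells expressing a copper-inducible Gal4–ROR gamma transactivation domain fusion. After 1 hr, copper sulfate is added to 700 uM final; luciferase is read 20 hr later.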
FLuc modulator: counter-screen for miR-21 project: firefly luciferase inhibitors or activators; P08659; purified FLuc, Km substrates, luminescence inhibition; Potency, µM (top dose mostly 57.5 µM), for the others: at the top dose activity change, negative = inhibition, hits mostly inhibitors; 360,000 tested, 6.9% active; AID 588342;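 note: plate controls were vehicle for no effect and reference inhibitor for full effect; nearly all actives have a fitted effect of over 55% in size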
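Biochemical qHTS of compounds, final roughly 60 µM downward over six points, against 10 nM purified firefly luciferase using Km concentrations of substrates (10 uM D-luciferin, 10 uM ATP) in Tris acetate pH 7.5 buffer; luminescence output.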
NPC1 prom act: activates the NPC1 promoter; Huh7 NPC1 promoter luciferase reporter, 24 h; Potency, µM (doses to about 9.22 µM), for the others: at the top dose activation, usual class: activators; 320,000 tested, 2.4% active;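 note: % of control where 0% means no effect; nearly all actives have a fitted effect of over 60% in size; reporter is driven by a mutant NPC1 promoter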
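NPC1 promoter–luciferase Huh7 cells; 24 h compound; luminescence.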
MBNL1 CUG block: inhibitors of human MBNL1 binding to CUG repeat RNA; AID 2675; TR-FRET MBNL1-His/biotin-(CUG)12 binding, 665/545 ratio; Q9NR56; Potency, µM (titrated, usually from 57.5 µM), inactives show top-dose activity change, negative = inhibition, hits mostly inhibitors; 280,000 tested, 0.036% active; active = well fitted inhibition curve with a large enough effect in the signal ratio, with a control signal flat, not every such curve was filed as active; inconclusive = small, poorly fitted or top-dose-only effect, or effect the other way, or a change in a side signal; inactive = no such curve, though single readings can be large or run the other way; the % refers to the signal ratio; note: % is set by controls: 0 for no effect and ±100 for the full control effect
Target sequence (Q9NR56 whole entry, looked up): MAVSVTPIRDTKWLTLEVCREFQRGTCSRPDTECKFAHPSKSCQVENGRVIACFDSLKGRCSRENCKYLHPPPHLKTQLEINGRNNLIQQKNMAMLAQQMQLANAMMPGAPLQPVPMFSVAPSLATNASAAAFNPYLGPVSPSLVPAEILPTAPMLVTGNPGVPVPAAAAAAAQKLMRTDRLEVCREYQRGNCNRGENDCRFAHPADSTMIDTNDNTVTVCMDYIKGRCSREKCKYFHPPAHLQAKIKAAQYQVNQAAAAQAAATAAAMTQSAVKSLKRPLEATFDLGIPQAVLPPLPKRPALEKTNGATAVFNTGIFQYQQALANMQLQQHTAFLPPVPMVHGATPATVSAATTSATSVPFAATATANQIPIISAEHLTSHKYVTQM
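TR-FRET readout: Ex 340 nm, 665/545 nm emission ratio, normalized to buffer-only (basal) and MBNL1-(CUG)12 controls. Complex of MBNL1-His with Biotin-(CUG)12, compounds 92 nM–58 uM, incubated 60 min at room temperature.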
The depositor's hits bear a star; ? = inconclusive; · = no result given; [ ] = another dose, or the depositor's remark. Unless noted, calls come from the whole dose curve; as a rule, active = well fitted curve in the direction sought with a large enough effect; inconclusive = small, poorly fitted or top-dose-only effect, or another doubt; inactive = no such curve, though single readings can be large; an effect the other way counts as inactive or inconclusive. Potency is the fitted concentration of half-maximal effect. An excerpt. The share of hits here may be higher or lower than overall.

cpd	Molecule	CXXC DNA block	ELG1 genotoxic	Rab9 promoter act	p53 reactivation	uPA generation	BRCA1 expr up	VP16 counter	RORgamma inh	FLuc modulator	NPC1 prom act	MBNL1 CUG block
1	CC(NC(=O)COC(=O)CCN1C(=O)C2CC=CCC2C1=O)c1ccc(Br)cc1 (configuration not stated)	·	1%	-4%	10%	7%	-1%	·	·	5%	1%	·
2	CS(=O)(=O)N1CCN(c2ccc([N+](=O)[O-])c(NCc3cccnc3)c2)CC1	-1%	7%	-6%	-10%	0%	-28%	-2%	18%	0%	-2%	?
3	CC(=O)NC(CCS(C)(=O)=O)C(=O)Nc1ccc2c(c1)OCO2 (configuration not stated)	0%	-4%	-3%	2%	-18%	47%	7%	-6%	4%	-3%	0%
4	CNC(=O)C1CC(=O)N(c2ccc(OCC(=O)Nc3ccccc3C)cc2)C1 (configuration not stated)	·	8%	5%	7%	4%	43%	·	·	-4%	9%	·
5	Cc1ccc(C)c2c1cc(C)c1nnc(SCC(=O)c3cccs3)n12	1%	6%	-1%	2%	-3%	-10%	2%	-13%	?	1%	2%
6	Cc1csc(SC(C)C(=O)NCC(=O)Nc2ccc(F)c(F)c2F)n1 (configuration not stated)	11%	-5%	-4%	-6%	1%	4%	2%	11%	-1%	-1%	3%
7	CCOC(=O)N1CCN(C(=O)CCNS(=O)(=O)c2ccccc2)CC1	-5%	1%	-2%	15%	2%	-13%	-17%	20%	-1%	1%	1%
8	CS(=O)(=O)c1ccc(SCC(=O)NC2CCS(=O)(=O)C2)c([N+](=O)[O-])c1 (configuration not stated)	11%	-1%	4%	-1%	-10%	-5%	28%	-1%	0%	-1%	?
9	CCCN1CCN(CCCNC(=S)Nc2ccc(F)cc2)CC1	-3%	1%	0%	-2%	2%	-20%	-7%	?	2%	0%	?
10	O=C(CCNC(=O)OCc1ccccc1)NC1CCCCC1	-4%	2%	-2%	4%	-1%	7%	-1%	-5%[10 µM]	-1%	-3%	·
11	O=C(O)C1(c2ccccc2)CCN(S(=O)(=O)c2ccc(Cl)s2)CC1	-19%	-1%	-3%	-5%	-3%	-4%	-6%	18%	0%	8%	0%
12	CC(=O)NC1(C(F)(F)F)N=C2SCCN2C1=O (configuration not stated)	5%	1%	1%	0%	-1%	0%	0%	-21%	10%	3%	1%
13	Cn1cc(S(=O)(=O)N2CCOCC2)cc1C(=O)Nc1ccc(Cl)cc1	·	0%	5%	3%	-98%	6%	3%	24%	3%	0%	-2%
14	Cc1ccc(-n2nnnc2SCCNS(=O)(=O)c2ccccc2)cc1C	10%	?	1%	9%	-11%	-16%	-3%	4%	3%	-1%	1%
15	Cc1ccccc1NC(=O)C(C)O/N=C/c1cccc([N+](=O)[O-])c1 (configuration not stated)	-7%	-2%	-1%	3%	1%	5%	0%	6%	15%	-1%	?
16	CCn1cc(C(=O)N[C@H](C(=O)NCCN2CCOCC2)C(C)C)c(=O)c2cc3c(cc21)OCO3	47%[activator]	6%	0%	2%	-5%	1%	-10%	-8%	2%	-2%	-6%
17	Cc1ccc2c(c1Br)/C(=N/N1C(=O)c3ccccc3C1=O)C(=O)N2	10%	11%	-1%	11%	1%	-41%	?	-27%	2.4µM*	1%	-7%
18	O=C(CCSc1ccccc1)OCn1nnc2ccccc2c1=O	61%[activator]	6%	20%	6%	-2%	82%	0%	15%	-16%	8%	-12%
19	Cn1c(=O)[nH]c(=O)c2c1nc(CN1CCN(c3ccc(F)cc3)CC1)n2CCCc1ccccc1	7%	-2%	-3%	2%	-8%	-39%	-8%	20%	2%	2%	-1%
20	O=C(c1cccc(N2CCCC2=O)c1)N1CCN(c2cccc(Cl)c2)CC1	16%	-11%	-18%	0%	?	-54%	-1%	5%	2%	-28%	-6%
21	COc1ccc(NC(=O)Cn2cnc3ccccc3c2=O)cc1OC	-16%	3%	-9%	1%	10%	-4%	5%	11%	-11%	1%	-8%
22	CC(=O)c1ccc(NC(=S)NCc2cccnc2)cc1	?	-1%	2%	-4%	4%	5%	-2%	38%	7%	1%	-9%
23	CC1CCC(NC(=O)CCNS(=O)(=O)c2ccccc2)CC1 (configuration not stated)	1%	?	?	-5%	9%	43%	22%	15%	-14%	19%	2%
24	Cc1ccc(CN2CCC(c3cc(-c4ccc(Cl)cc4)n[nH]3)CC2)cc1	-5%	-6%	-14%	-7%	0%	-94%	-7%	-47%	-5%	-2%	1%
25	NCCCCCC(=O)O	32%	1%	-2%[46.1 µM]	5%	6%	1%	5%	-9%	7%	5%[46.1 µM]	·

The closing 2 entries of the section before lead into the next.
cpd	Molecule	CXXC DNA block	ELG1 genotoxic	Rab9 promoter act	p53 reactivation	uPA generation	BRCA1 expr up	VP16 counter	RORgamma inh	FLuc modulator	NPC1 prom act	MBNL1 CUG block
24	Cc1ccc(CN2CCC(c3cc(-c4ccc(Cl)cc4)n[nH]3)CC2)cc1	-5%	-6%	-14%	-7%	0%	-94%	-7%	-47%	-5%	-2%	1%
25	NCCCCCC(=O)O	32%	1%	-2%[46.1 µM]	5%	6%	1%	5%	-9%	7%	5%[46.1 µM]	·
26	COc1ccc(OC)c(Nc2nc(=O)c3cccnc3s2)c1	12%	8%	-14%	7%	-1%	-34%	3.2µM*	4.5µM*	17µM*	-33%[inhibitor]	6%
27	O=S(=O)(NCC1CC1)c1cc(Cl)cc(Cl)c1	3%	0%	-1%	15%	-1%	-24%	-1%	-3%	-1%	-6%	3%
28	COc1ccc(-n2nc(C(=O)O)nc2-c2ccccc2)cc1	-5%	-2%	-4%	0%	2%	0%	0%	4%	6%	-1%	0%
29	Cc1ccc(C2C3CSCC=C3C(C#N)=C(N)C2(C#N)C#N)cc1 (configuration not stated)	0%	-3%	-2%	11%	-9%	-4%	-1%[0.365 µM]	?	5%	2%	19%
30	C=CCNc1nc(NCCN2CCOCC2)nc(OC)n1	4%	2%	-3%	-5%	-4%	-1%	-3%	-14%[10 µM]	0%	-2%	-3%
31	CC1CC(C)CN(C(=O)c2ccc(C#N)cc2)C1 (configuration not stated)	-8%	-2%	9%	-1%	1%	2%	-7%	0%	0%	-7%	3%
32	Oc1ccc(-c2csc(NCc3ccco3)n2)cc1	5%	18µM*	28%	?	-13%	?	12%	0%	11µM*	26%	5%
33	COc1ccc(N2CC(C(=O)Nc3cccc(OC(C)C)c3)CC2=O)cc1 (configuration not stated)	17%	-3%	-1%	-2%	-4%	-2%	2%	27%	-2%	-1%	-3%
34	Cc1ccc(N=C(NO)c2nonc2N)c(C)c1	-3%	4%	0%	22%	-8%	12%	15%	27%	-3%	-5%	8%[11.5 µM]
35	O=S(=O)(c1cccs1)N1CN(Cc2cccs2)c2nc3ccccc3nc21	8%	7%	-9%	-1%	-5%	-27%	-9%[0.365 µM]	?	2%	-4%	0%
36	Cc1ccc(NS(=O)(=O)c2cccc(C(=O)OCC(=O)NCc3ccco3)c2)cc1	5%	2%	2%	3%	-6%	-4%	-5%	9%	-11%	0%	-2%
37	CCN(CC)CCNC(=O)c1cccc(NC(=O)C(=O)c2ccccc2NC(C)=O)c1	3%	-2%	0%	1%	-1%	6%	5%	-4%	-2%	-2%	0%
38	CCOc1cc(N2CCOCC2)c(OCC)cc1NC(=O)Cn1nc(C)c([N+](=O)[O-])c1C	·	-5%	-3%	9%	1%	2%	·	·	0%	-3%	·
39	O=C(CSc1nc(-c2ccccc2)cs1)Nc1cccc([N+](=O)[O-])c1	-23%	1%	21%	35µM*	-5%	-4%	-26%	26%	11µM*	0%	46%[activator]
40	O=C(NC(=Nc1nc2ccccc2o1)NC(=O)c1ccccc1)c1ccccc1	5%	?	?	27%	-7%	16%	22%	-9%	-10%	26%	11%[11.5 µM]
41	CCOC(=O)C(C)n1cnc2c(nnn2-c2ccc(C)cc2)c1=O (configuration not stated)	-4%	?	6%	5%	·	53%	6%	21%	-27%	1%	-13%
42	COc1ccc(S(=O)(=O)N2CCOC23CCN(C(=O)c2c(F)cccc2Cl)CC3)cc1	-7%	-3%	-3%	-15%	-4%	0%	-2%	-19%	3%	-6%	0%
43	CCc1ccc(NC(=O)c2sccc2-n2cccc2)cc1	6%	2%	14%	1%	4%	-26%	-7%	31%	?	?	-1%
44	O=S(=O)(NN1CCOCC1)c1ccc(Cl)s1	3%	-5%	-1%	1%	1%	0%	0%	0%	-15%	0%	-2%
45	NC(=O)c1c(NC(=O)CSc2nnc(Cc3ccccc3)n2Cc2ccco2)sc2c1CCC2	10%	-22%	-10%	12%	-9%	-58%	22%	-1%	4%	-3%	4%
46	O=c1nc(-c2ccccc2)c2cc(Br)ccc2[nH]1	-13%	0%	2%	-4%	-4%	-21%	-14%	-5%	0%	-2%	?

From PubChem
